# DT40 TDP1 CPT: qHTS for Inhibitors of human tyrosyl-DNA phosphodiesterase 1 (TDP1): qHTS in cells in presence of CPT; chicken DT40 Tdp1-/-;hTDP1 cells + 20 nM CPT, ATP luminescence, 48 h; Potency, µM (titrated, usually from 46.2 µM), without a hit: top-dose activity change, negative = growth inhibition, actives largely listed as inhibitors; hit rate 12% among 420,000; AID 686979, 2013; further: nearly all actives have a fitted effect of over 55% in size
#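 Chicken DT40 Tdp1-/- cells stably complemented with human TDP1 were seeded at 400 cells/well in medium containing 20 nM camptothecin, exposed to pin-transferred compounds, and grown at 37 °C for at least 48 hr. Viability was read as ATP luminescence.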
# TDP1 cell noCPT: qHTS for Inhibitors of human tyrosyl-DNA phosphodiesterase 1 (TDP1): qHTS in cells in absence of CPT; DT40 Tdp1-/- hTDP1 cells, no CPT, ATP luminescence, 48 h; Potency, µM (top dose mostly 46.2 µM), inactives show at the highest dose activity change, negative = growth inhibition, hits mostly inhibitors; hit rate 15% among 420,000; further: nearly all actives have a fitted effect of over 55% in size
#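 Readout: luminescence from CellTiter-Glo after 30 min in the dark at RT. Cells: DT40 Tdp1-/- with stable hTDP1, 400/well. Exposure: compounds alone, ≥48 hr, 37 °C.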
# KAT2A inh: qHTS Assay for Inhibitors of GCN5L2 | Histone acetyltransferase KAT2A (Homo sapiens), Q92830 | hit rate 0.21% among 390,000 | Potency, µM (titrated, usually from 58.9 µM), for the others: top-dose activity change, negative = inhibition, hits mostly inhibitors | AID 504327, 2011 | GCN5L2 HAT assay, ThioGlo1 CoA-SH fluorescence
# Target sequence (Q92830 whole entry, looked up): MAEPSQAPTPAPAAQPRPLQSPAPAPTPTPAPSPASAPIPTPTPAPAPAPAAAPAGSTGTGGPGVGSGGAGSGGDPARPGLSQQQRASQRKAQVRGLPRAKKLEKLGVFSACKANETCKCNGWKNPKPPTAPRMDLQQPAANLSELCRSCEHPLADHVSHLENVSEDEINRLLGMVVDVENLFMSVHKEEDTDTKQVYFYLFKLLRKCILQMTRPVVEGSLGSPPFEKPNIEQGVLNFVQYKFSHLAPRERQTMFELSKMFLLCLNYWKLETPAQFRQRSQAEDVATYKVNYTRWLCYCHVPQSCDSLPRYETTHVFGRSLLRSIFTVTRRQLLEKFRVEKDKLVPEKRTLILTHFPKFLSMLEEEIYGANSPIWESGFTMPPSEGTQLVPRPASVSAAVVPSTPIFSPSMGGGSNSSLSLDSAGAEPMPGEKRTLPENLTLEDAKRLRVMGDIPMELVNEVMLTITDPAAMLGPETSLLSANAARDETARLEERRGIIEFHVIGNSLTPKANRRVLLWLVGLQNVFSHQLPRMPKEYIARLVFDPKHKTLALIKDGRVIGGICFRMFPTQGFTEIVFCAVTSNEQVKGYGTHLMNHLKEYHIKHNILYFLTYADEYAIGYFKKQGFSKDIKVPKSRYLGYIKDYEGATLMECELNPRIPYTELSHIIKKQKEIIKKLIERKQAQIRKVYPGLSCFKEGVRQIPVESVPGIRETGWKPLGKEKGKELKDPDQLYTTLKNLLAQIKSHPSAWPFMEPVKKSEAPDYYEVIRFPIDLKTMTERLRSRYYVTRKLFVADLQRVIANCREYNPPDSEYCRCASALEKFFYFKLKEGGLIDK
#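 qHTS, 1536-well. 20nM enzyme, pH 7.5 HEPES/EDTA/Tween-20 buffer; 15 min compound preinc., RT. Start: 75uM H3(1-25), 70uM AcCoA, 50uM ThioGlo1. Read Ex340/Em540 at t=0 (autofluorescence flag) and t=20 min.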
# The depositor's hits bear a star; u = inconclusive; x = no result given; & = joins results of further samples. The call rests on the fitted dose curve; in most records, active means well fitted curve in the direction sought with a large enough effect; inconclusive means small, poorly fitted or top-dose-only effect, or another doubt; inactive means no such curve, though single readings can be large; an effect the other way counts as inactive or inconclusive. On the % scale 0 is the no-effect control and ±100 the full control effect; potency means the concentration at half of the fitted maximal effect.
SMILES,DT40 TDP1 CPT,TDP1 cell noCPT,KAT2A inh
COc1cccc(Cn2c(=O)c(CCc3ccccc3)nc3cnc(N4CCOCC4)nc32)c1,-23%,-15%,-2%
CCOc1cccc(CN2CCCC(N3CCc4ccccc4C3)C2)c1O (centres undefined),-17%,u,1%
CC(C)N(C(=O)CSc1nc(Cc2ccccc2)nc2ccccc12)C(C)C,u,u,-22%
CSc1ncccc1C(=O)OCC(=O)N1CC(=O)Nc2ccccc21,0%,-8%,2%
COc1ccc(Cl)cc1NC(=O)CN(C)C(=O)CNC(=O)C12CC3CC(CC(C3)C1)C2,u,-51%,3%
CCN(CC)S(=O)(=O)c1ccc(O)c(C(=O)OCC(=O)N2CCCc3ccccc32)c1,-11%,-2%,x
Nc1ccc2cccc(O)c2c1,u,13µM*,x
CCOc1ccccc1NC(=O)C1CCN(C(=O)c2cccs2)CC1,5%,-1%,-4%
COc1ccc(C(C)C)cc1S(=O)(=O)Nc1ccncc1,7%,-8%,-2%
Cc1cc(C)c(NC(=O)CSc2nc3ncc(Br)cc3[nH]2)c(C)c1,-17%,-26%,-3%
COc1ccc(N/C=C(\C(C)=O)c2ccc(OC)c(OC)c2)cc1OC,23%,-17%,-11%
CCC(=O)N1CCN(c2cc(N3CCCC3)c(F)cc2[N+](=O)[O-])CC1,-17%,8%,x
Cc1ccc(NC(=O)CCc2nnc3ccc(N4CCN(C)CC4)nn23)cc1F,-2%,-15%,0%
CC(=O)/C(N=Nc1ccc(OC(F)(F)F)cc1)=C(\C)O,1%,-12%,-1%
O=C(COC(=O)c1cc([N+](=O)[O-])ccc1NCCO)Nc1ccc2c(c1)OCO2,3%,5%,4%
CCCCNC(=O)c1ccc(CNc2c(N3CCC(C(=O)OCC)CC3)c(=O)c2=O)cc1,1%&-9%,-7%&0%,-2%
Cc1ccc(OCC(=O)Nc2ccc(O)c(C(=O)O)c2)cc1C,-2%,-6%,-6%
CC(=O)NNC(=S)NC(=O)c1cccc([N+](=O)[O-])c1,4%,-30%,u
CCNC(=O)C(=O)NCc1ccncc1,-1%,-1%,-6%
COc1ccc(CCN2CC(C(=O)OCC(=O)c3c(N)n(CC(C)C)c(=O)n(C)c3=O)CC2=O)cc1OC (centres undefined),21µM*,13µM*,x

# Brought forward from above: 2 compounds, followed by the next part.
SMILES,DT40 TDP1 CPT,TDP1 cell noCPT,KAT2A inh
CCNC(=O)C(=O)NCc1ccncc1,-1%,-1%,-6%
COc1ccc(CCN2CC(C(=O)OCC(=O)c3c(N)n(CC(C)C)c(=O)n(C)c3=O)CC2=O)cc1OC (centres undefined),21µM*,13µM*,x
CC1CCc2cccc3c(O)cc(=O)n1c23 (centres undefined),-15%,u,x
Cc1ccc(CNC(=O)CC2Sc3ccccc3NC2=O)cc1 (centres undefined),-11%,-2%,3%
O=C1NC(=O)C(=O)N1,6%,6%,-7%
O=C(NCCC1CCCC1)c1cccs1,-15%,-6%,0%
O=C1NC(=O)C(c2ccc(F)cc2)N1 (centres undefined),-4%,2%,20%
COc1ccc(C(=O)C[n+]2ccccc2Cl)cc1,u,u,x
Nc1ncnc2c1ncn2[C@@H]1O[C@H](C(=O)N2CCN(Cc3ccccn3)CC2)[C@@H](O)[C@H]1O,1%,2%,x
COc1cccc(C(=O)SC2=NCCS2)c1,-17%,3%,-10%
COc1ccc(N2CC(NC(=O)/C=C\c3ccc4c(c3)OCO4)CC2=O)cc1OC (centres undefined),2%,-15%,-7%
Cc1ccc(S(=O)(=O)NC(CC(=O)n2nc(C)cc2C)c2ccccc2)cc1 (centres undefined),-3%,u,-2%
Cc1cc(C)c(NC(=O)CCCN2C(=O)COc3ccc(C)cc32)c(C)c1,u,16µM*,-4%
O=C(NCCS(=O)(=O)N1CCN(c2ccccc2F)CC1)C1CC(=O)N(c2ccccc2)C1 (centres undefined),-6%&-1%,-7%&0%,-4%&-6%
COc1ccccc1NC(=O)N1CCOCC1,7%,3%,-22%
COc1ccccc1N(CC(=O)NCCSc1ccccc1)S(C)(=O)=O,-10%,-12%,2%
CC(C)=NOC(=O)c1c(C)noc1-c1snnc1C,13%,-2%,-5%
CC1CCN(C(=O)NC(=O)c2ccc(Cl)cc2)CC1,-25%,12%,-3%
Cn1c(=O)c2c(nc(N3CCc4ccccc4C3)n2Cc2ccc(Br)cc2)n(C)c1=O,-12%,-7%,-2%
c1cncc(-c2nnc(-c3cccs3)o2)c1,0%,-1%,0%
COc1ccc(S(=O)(=O)N2CCCC2C(=O)Nc2ccc(C)cc2)cc1 (centres undefined),u,-24%,-16%
COc1ccc(CCC2CCNCC2)cc1,u,18µM*,6%

# Six entries from above, with bars between the fields:
Molecule | DT40 TDP1 CPT | TDP1 cell noCPT | KAT2A inh
COc1ccc(N/C=C(\C(C)=O)c2ccc(OC)c(OC)c2)cc1OC | 23% | -17% | -11%
CCC(=O)N1CCN(c2cc(N3CCCC3)c(F)cc2[N+](=O)[O-])CC1 | -17% | 8% | x
Cc1ccc(NC(=O)CCc2nnc3ccc(N4CCN(C)CC4)nn23)cc1F | -2% | -15% | 0%
CC(=O)/C(N=Nc1ccc(OC(F)(F)F)cc1)=C(\C)O | 1% | -12% | -1%
O=C(COC(=O)c1cc([N+](=O)[O-])ccc1NCCO)Nc1ccc2c(c1)OCO2 | 3% | 5% | 4%
CCCCNC(=O)c1ccc(CNc2c(N3CCC(C(=O)OCC)CC3)c(=O)c2=O)cc1 | 1%&-9% | -7%&0% | -2%

# Further structures follow.
SMILES,DT40 TDP1 CPT,TDP1 cell noCPT,KAT2A inh
O=S1(=O)C[C@@H](O)[C@@H](Nc2ccc(Cl)cc2)C1,1%,-23%,-8%
COc1cccc(NC(=O)C2CCN(c3cnccn3)CC2)c1,20%,-2%,-2%
CCOC(=O)C1=C(C)NC(=O)NC1c1ccccc1Cl (centres undefined),2%,-3%,-1%
COc1ccccc1/C=C/CN1CCOCC1,-9%,-12%,-16%
O=C(O)Cc1sc(Nc2cccc3ccccc23)nc1-c1ccc(F)cc1,-10%,19%,-8%
COc1cc(OC)c2ccc(=O)oc2c1C(CC(=O)N1CCOCC1)c1ccc(N(C)C)cc1 (centres undefined),-18%,-1%,-1%
CCOC(=O)N1CCN(c2cc(C)c([N+](=O)[O-])cc2F)CC1,21µM*,16µM*,-12%
O=C1Nc2ccccc2/C1=C/c1ccccc1Cl,6%,u,3%
CCCC(=O)Nc1nn(C)c2nc3ccc(C)cc3cc12,9%,21%,-5%
Cn1ncc(C#N)c1NC(=O)C1CC(c2c(F)cccc2Cl)=NO1 (centres undefined),-19%,-16%,0%
CCCCn1c(=O)[nH]c(=O)c2c1nc(-c1ccc3ccccc3c1)n2CC,u,u,-3%
COC(=O)c1c(NC(=O)C2Cc3ccccc3C(=O)O2)sc2c1CCCC2 (centres undefined),u,-23%,3%
O=C(Nc1cccc(Cl)c1)N1N=CCC1c1ccccc1 (centres undefined),8%,-8%,26%
CCn1nnc(NC(=O)C(c2ccccc2)c2ccccc2)n1,12%,-5%,14%
O=C(Nc1ccc(N2CCN(c3ccc(C(F)(F)F)cn3)CC2)nc1)c1cccs1,3%,1%,-3%
Cc1ccc(C(=O)NC(CCc2ccccc2)C(=O)O)cc1 (centres undefined),19%,4%,-2%
COc1ccc(/C=C/c2cccc[n+]2C)c(O)c1,u,18µM*,-15%
Cc1ccc(-c2[nH]nc3c2C(c2ccoc2)C(C#N)=C(N)O3)cc1C (centres undefined),u,-18%,-6%
Cc1cccc(NC(=O)c2cccnc2)c1C,5%,3%,-12%
Cc1ccc(CNC(=O)Cc2cccs2)cc1,-12%,-13%,-1%
CCOC(=O)N1CCN(C(=O)/C=C/c2ccc(OC)c(OC)c2)CC1,3%,3%,-2%
CCC(CC)C1C(C#N)=C(N)Oc2cc(C)oc(=O)c21 (centres undefined),-17%,-15%,-3%
O=c1n(Cc2ccccc2Cl)c2ccccc2c2nc(-c3ccccc3)nn12,-23%,-19%,0%
Cc1cccc(CSc2nn3c(=O)c(C)nnc3s2)c1,-2%,3%,-6%
CC1CC2(CCCCC2)Nc2ccc3ccccc3c21 (centres undefined),21µM*,u,5%
CCOC(=O)C1=CCC(c2ccccc2C)N(S(=O)(=O)c2ccc(C)cc2)C1 (centres undefined),10µM*,15µM*,x
c1ccc(-c2nc(N3CCOCC3)cc(N3CCOCC3)n2)cc1,-27%,-17%,-13%
Cc1cccc(NC(=S)N(Cc2cccc(Br)c2)CC2CCC(C(=O)O)CC2)c1 (centres undefined),-17%,u,3%
Cc1cccc(CS(=O)(=O)Cc2ccc(C(=O)NC3CCCC3)o2)c1,-24%,15%,-3%
OCC[C@H]1C[C@H](O)[C@@H](O)[C@]2(OCc3ccccc32)O1,-26%,2%,3%
O=C(NC1CCCC1)c1cn(C2CCCN(Cc3ccc4c(c3)OCCO4)C2)nn1 (centres undefined),u,0%,x
COc1ccccc1C(=O)NC(=O)Nc1ccc(-n2nc(C(F)(F)F)cc2C(F)(F)F)cc1,u,15µM*,-1%
Cc1ccc(C(=O)NNC(=O)c2ccc(NS(=O)(=O)c3cccs3)cc2)o1,-11%,23%,-3%
Cc1cccc(C(=O)OCC(=O)NCc2cccs2)c1,u,-6%,-6%
CC1(C(=O)NC(=S)NNC(=O)c2ccncc2)CCCCC1,13µM*,16µM*,23%
Cc1ccc(Sc2nnc(-c3ccccc3)cc2C#N)cc1,-20%,u,0%
CC(C)CNS(=O)(=O)c1ccc(CCC(=O)NCCC2=CCCCC2)cc1,u,23µM*,13%
COc1cccc(CC2(CO)CCCN(CC3=Cc4cc(Cl)ccc4OC3)C2)c1 (centres undefined),-10%,u,u
COc1ccc(C(=O)NC(=S)N2CCNC(=O)C2)cc1Br,-12%,-5%,0%
CCCNS(=O)(=O)c1ccc(OCC(=O)Nc2ccc3c(c2)OCO3)cc1,-1%,-2%,-6%
O=C1NC(=O)C(Cc2ccccc2)(c2cccnc2)N1 (centres undefined),-19%,21%,-18%
O=S1(=O)CC/C(=N\O)c2ccccc21,-16%,-1%,-3%
COC(=O)c1ccc(-n2cncn2)c([N+](=O)[O-])c1,-20%,-26%,11%
O=C(NC(=S)NCCC1=CCCCC1)c1ccco1,u,u,-17%
O=C(Cn1c(COc2ccccc2)nc2ccccc21)Nc1cc(Cl)cc(Cl)c1,18µM*,u,-2%
CN(C)c1ccc(CNC(=O)C2(C)Cc3c(-c4ccc5c(c4)OCO5)ccnc3O2)cc1 (centres undefined),4.6µM*,3.7µM*,x
CNc1nc2c(Cl)cc(Cl)cc2s1,-1%,2%,u
O=C(Cc1cccs1)NCc1ccccc1F,1%,0%,0%
CSc1nncc(-c2ccc(F)c(F)c2)n1,-6%,-20%,-27%
Cc1ncc(CN2CCCC(C(=O)Nc3ccc(-c4cscn4)cc3)C2)cn1 (centres undefined),-1%,9%,-11%
CC1CCCCC1NC(=O)c1ccc(NS(=O)(=O)c2ccc3[nH]c(=O)[nH]c3c2)cc1 (centres undefined),u,2%,-1%
COc1ccc(-n2nc(C(=O)Nc3ccc(Br)cc3C)c3c4ccccc4n(C)c3c2=O)cc1,-8%,-10%,0%
COc1ccc2c(c1)CC(NC(=O)Nc1cc(Cl)ccc1OC)CO2 (centres undefined),23µM*,u,-13%
O=C(COCc1cc(-c2ccc3c(c2)OCO3)on1)N1CCCCC1,-22%,-3%,-4%
CCn1c(O)c2ccc(C(=O)N=NC(=O)c3cccnc3)cc2c1O,-7%,-4%,-4%
Cc1ccc(-c2nnn(CC(=O)N(Cc3ccco3)C(C(=O)NC(C)(C)C)c3ccc(C)o3)n2)o1 (centres undefined),16µM*,21µM*,-23%
COC(CNC(=O)C(=O)NCC1OCCN1C(=O)c1ccc(Cl)cc1)OC (centres undefined),19%,0%,0%
CCOC(=O)CC(=O)CSc1nc(-c2ccc3c(c2)OCO3)cc(C(F)(F)F)c1C#N,-8%,-15%,-7%
CCOC(=O)c1nn(-c2ccc(C)cc2)c(C)c1C(C)=O,-3%,-1%,x
Cc1cc(C)n(-c2cc(N3CCN(C(=O)c4cccc(Br)c4)CC3)ccc2[N+](=O)[O-])n1,u,21µM*,-1%

# Single values from above.
# Cc1ncc(CN2CCCC(C(=O)Nc3ccc(-c4cscn4)cc3)C2)cn1 (centres undefined) – TDP1 cell noCPT: 9%
# O=C(NC(=S)NCCC1=CCCCC1)c1ccco1 – KAT2A inh: -17%
# COc1ccc(-n2nc(C(=O)Nc3ccc(Br)cc3C)c3c4ccccc4n(C)c3c2=O)cc1 – DT40 TDP1 CPT: -8%
# COC(CNC(=O)C(=O)NCC1OCCN1C(=O)c1ccc(Cl)cc1)OC (centres undefined) – DT40 TDP1 CPT: 19%

# Screens (PubChem)

# Not all compounds are listed; count on the stated rates, not on these rows.
